RTF Ca sens inh: cardiac RTF calcium desensitization; P19429+P45379; IANBD-labeled cardiac RTF, Ca2+ fluorescence; inhibition, % at 7.15 µM; actives 0.12% (n = 340,000); AID 493244;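 active means inhibition above the mean inhibition of all tested compounds plus 3 SD, cut at about 17% in these data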;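 further: assay run at fixed EC70 calcium of 1.6 mM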
Wnt bcat act: activators of Wnt/beta-catenin signaling. activation, % at 9.35 µM. Wnt/beta-catenin reporter cell assay, activator, plate reader. AID 743398. actives 1.2% (n = 300,000); in the data active means activation above about 30%, passing the limit was not always enough;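 further: 0% = neutral control wells and 100% = positive control wells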
LANA DNA inh: KSHV C-LANA DNA binding inhibition; MBP-C-LANA/FAM-LBS DNA binding, fluorescence polarization; inhibition, % at 9 µM; actives 0.078% (n = 340,000); AID 504423;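 active means highest replicate inhibition at or above 60% at 9 µM, even if other replicates fall short; inactive means all replicates below 60% inhibition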;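 further: 0% = neutral control wells and 100% = 4 µM acridine orange control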
Arr AP2 block: blocks beta-arrestin peptide binding to AP2 adaptin | FITC-arrestin peptide / GST-AP2 beads, flow cytometry; AP2 beta2 appendage carries R879A mutation | inhibition, % at 10 µM | actives 0.31% (n = 340,000) | AID 504490;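 active means inhibition above a set limit, near 3 SD of compounds lacking own fluorescence, cut at about 54% in these data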;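 further: plate controls were DMSO wells for no effect and 5 µM unlabelled arrestin peptide for full effect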
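Material – AP2 appendage R879A on GSH beads · Buffer or medium – PBS with 0.05% Tween 20 and 0.1% BSA · Probe or stimulus – fluorescein-tagged arrestin peptide at 50 nM final · Incubation – compound with beads 12 min RT, then probe 1 h RT · Detection – high-throughput flow cytometry of beads, ex 488, em 535 nm · Evaluation – percent response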
V-ATPase pH: alters yeast V-ATPase proton transport. S. cerevisiae, pHLuorin cytosolic pH fluorescence. response, % at 10 µM. actives 0.37% (n = 350,000). AID 504577; in the data active means response mostly above about 7.3%, no sharp cut-off; inactive means mostly below about 5.4%; further: actives read high; inactives centre near 0; some compounds called inactive have numbers as strong as hits; reference of the scale not given here
RTF Ca sens act: increases calcium sensitivity of human cardiac regulated thin filaments | P19429+P45379 | IANBD-labeled TnC RTF fluorescence at EC20 calcium; 0% EC20 calcium, 100% full calcium | activation, % at 7.2 µM | actives 0.24% (n = 340,000);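 active means activation above the mean over all tested compounds plus 3 SD, cut at about 30% in these data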;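 further: rise in fluorescence read as greater calcium sensitivity of cardiac thin filaments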
MOR-DOR inv ag: mu-delta opioid heterodimer inverse agonism. AID 504357. cell-based MOR-DOR heterodimer luminescence. actives 0.21% (n = 340,000). inhibition, % at 9.3 µM. P35372+P41143; in the data active means inhibition above about 22%, passing the limit was not always enough;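 further: 0% = cells with DMSO and 100% = wells without cells with DMSO; values of inactives mirror those of a sister screen read the other way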
Target sequence (P35372 whole entry, looked up): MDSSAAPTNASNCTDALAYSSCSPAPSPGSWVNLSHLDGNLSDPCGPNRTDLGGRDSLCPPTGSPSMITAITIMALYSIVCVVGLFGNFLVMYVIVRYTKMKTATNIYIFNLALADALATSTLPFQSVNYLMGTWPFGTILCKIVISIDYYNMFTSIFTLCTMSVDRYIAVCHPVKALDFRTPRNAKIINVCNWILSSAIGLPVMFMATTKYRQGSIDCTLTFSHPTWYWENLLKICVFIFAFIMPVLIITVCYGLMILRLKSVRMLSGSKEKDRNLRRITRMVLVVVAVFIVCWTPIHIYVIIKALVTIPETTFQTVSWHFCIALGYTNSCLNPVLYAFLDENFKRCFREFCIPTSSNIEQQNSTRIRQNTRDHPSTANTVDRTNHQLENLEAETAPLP
Target sequence (P41143 whole entry, looked up): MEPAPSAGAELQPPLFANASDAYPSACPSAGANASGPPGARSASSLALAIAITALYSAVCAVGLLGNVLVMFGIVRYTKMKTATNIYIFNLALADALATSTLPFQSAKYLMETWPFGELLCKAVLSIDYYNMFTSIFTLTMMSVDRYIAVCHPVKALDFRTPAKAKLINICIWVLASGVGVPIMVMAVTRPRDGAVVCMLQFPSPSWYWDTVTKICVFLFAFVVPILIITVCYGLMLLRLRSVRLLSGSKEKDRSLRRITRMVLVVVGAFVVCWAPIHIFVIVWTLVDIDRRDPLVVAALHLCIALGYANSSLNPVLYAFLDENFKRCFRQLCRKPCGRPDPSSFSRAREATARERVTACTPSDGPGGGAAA
DSG3 Ab inh: inhibitors of pemphigus antibody binding to human desmoglein-3; P32926; DSG3-coupled beads, scFv-anti-DSG3-GFP binding, flow cytometry; active compounds read low; binding (percent of control), % at 10 µM; actives 0.48% (n = 310,000); AID 588358;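 active means binding more than 3 SD below its plate's average and above zero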;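 further: hits lower antibody fragment binding to DSG3; some compounds called inactive have numbers as strong as hits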
Keap1 Nrf2 FP: inhibitors of human Keap1-Nrf2 protein-protein interaction. AID 504523. Keap1 Kelch-Nrf2 peptide fluorescence polarization, 1536-well. inhibition, % at 9.4 µM. actives 0.15% (n = 340,000). Q14145; in the data active means inhibition above about 12%;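 further: human Keap1 Kelch domain with fluorescein labeled Nrf2 9mer peptide probe; 0% = neutral control wells and 100% = peptide positive control; higher means more block of Keap1 binding to Nrf2 peptide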
MOR-DOR ag: agonists of human mu-delta opioid receptor heterodimerization | activation, % at 9.3 µM | cells, OPRM1-OPRD1 heterodimerization, luminescence | actives 0.3% (n = 340,000); in the data active means activation above about 18%;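 further: 0% = vehicle-treated cells and 100% = reference agonist; values of inactives mirror those of a sister screen read the other way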
* marks the source's active call; other numbers are inactive results; · = not tested or not shown.

Preview, 7 compounds:
SMILES	RTF Ca sens inh	Wnt bcat act	LANA DNA inh	Arr AP2 block	V-ATPase pH	RTF Ca sens act	MOR-DOR inv ag	DSG3 Ab inh	Keap1 Nrf2 FP	MOR-DOR ag
CCN(CC)S(=O)(=O)c1cccc(C(=O)NCCCn2ccnc2)c1	-2	-3	1.5	31	0	0	13	100	-2	-2.6
OC(CN1CCCC(C(F)(F)F)C1)c1ccccc1 (centres undefined)	-28	-3	1.1	-5	1	-6	-4	112	-7	0.7
Cc1ccc(-c2cnc(NC(=O)c3cccc(Br)c3)s2)c(C)c1	6	-2	-1.8	27	-1	1	-2	105	3	0.3
COc1cc(NC(=O)C(C)Oc2ccccc2)c(OC)cc1NC(=O)c1ccccc1 (centres undefined)	0	·	-0.1	7	-5	-2	1	105	-5	-0.2
COc1cccc(NC(=O)c2ccc3c(c2)N(CC(=O)N2CCCCC2)C(=O)C(C)(C)O3)c1	-8	0	1.7	21	-2	-1	-2	88	-4	0.4
COc1ccccc1N(C)S(=O)(=O)c1ccc(C(=O)NC2CCCCCC2)cc1	3	-5	-2.9	-5	0	0	4	105	0	-0.8
CCOc1ccc(N(CC)C(=O)CCNC(=O)Cn2ccc3ccccc3c2=O)cc1	-35	-6	0.6	-3	2	12	15	·	-6	-2.8

The list itself, from the first entry:
SMILES	RTF Ca sens inh	Wnt bcat act	LANA DNA inh	Arr AP2 block	V-ATPase pH	RTF Ca sens act	MOR-DOR inv ag	DSG3 Ab inh	Keap1 Nrf2 FP	MOR-DOR ag
CCN(CC)S(=O)(=O)c1cccc(C(=O)NCCCn2ccnc2)c1	-2	-3	1.5	31	0	0	13	100	-2	-2.6
OC(CN1CCCC(C(F)(F)F)C1)c1ccccc1 (centres undefined)	-28	-3	1.1	-5	1	-6	-4	112	-7	0.7
Cc1ccc(-c2cnc(NC(=O)c3cccc(Br)c3)s2)c(C)c1	6	-2	-1.8	27	-1	1	-2	105	3	0.3
COc1cc(NC(=O)C(C)Oc2ccccc2)c(OC)cc1NC(=O)c1ccccc1 (centres undefined)	0	·	-0.1	7	-5	-2	1	105	-5	-0.2
COc1cccc(NC(=O)c2ccc3c(c2)N(CC(=O)N2CCCCC2)C(=O)C(C)(C)O3)c1	-8	0	1.7	21	-2	-1	-2	88	-4	0.4
COc1ccccc1N(C)S(=O)(=O)c1ccc(C(=O)NC2CCCCCC2)cc1	3	-5	-2.9	-5	0	0	4	105	0	-0.8
CCOc1ccc(N(CC)C(=O)CCNC(=O)Cn2ccc3ccccc3c2=O)cc1	-35	-6	0.6	-3	2	12	15	·	-6	-2.8
Cc1cccc(NC(=O)c2cc(-c3ccccn3)nc3ccccc23)c1C	-2	1	1.4	11	-3	-2	4	114	4	-0.8
CCOC(=O)C1(Cc2ccccc2C(F)(F)F)CCN(CC(O)CO)CC1 (centres undefined)	-4	-2	0.3	-7	0	0	1	95	0	-0.3
O=C(Nc1ccc(C(=O)O)cc1)Nc1ccc(F)cc1F	-4	0	-2.0	-4	-3	-3	4	101	2	-0.8
Nc1nc(Nc2ccccc2)nc(N2CCCC2)c1[N+](=O)[O-]	-12	21	3.0	11	6	-2	-5	103	6	1.0
c1nc(NCc2ccc3c(c2)OCO3)c2cc(-c3ccc4c(c3)OCCO4)ccc2n1	5	1	-0.9	-7	-2	4	17	102	1	-3.2
Cc1ccccc1OCC(=O)NS(=O)(=O)c1ccc(Cl)cc1	-6	1	0.7	24	-3	-3	9	101	-2	-1.3
Clc1ccc(CNCCC2=CCCCC2)cc1	-2	-1	0.9	28	5	-10	-16	99	1	3.0
C#CCNCCS(=O)(=O)N(Cc1ccc(Br)cc1)[C@@H](C)C(=O)O	-5	-2	-1.2	35	-2	-6	12	106	4	-2.4
Cc1cc(SCC(=O)N/N=C/c2ccc(C(=O)O)cc2)nc2ccccc12	-3	2	0.4	-16	4	4	11	95	0	-2.4
Cc1c(CN(C)C(=O)CSc2nc(-c3ccco3)cc(C(F)(F)F)n2)cnn1C	-21	-6	-0.1	24	1	-1	6	85	-6	-1.1
COc1ccccc1-n1ccnc(SCC(=O)NCCc2ccccc2)c1=O	-3	1	0.6	-8	1	-3	-12	94	-8	1.9
CC(CC(=O)NC1CCCCC1)S(=O)(=O)c1ccc2c(c1)CCN2C(=O)C1CC1 (centres undefined)	7	-2	0.6	-7	4	2	6	101	-5	-1.1
COc1ccc(N2CCN(c3ncnc4c3cnn4-c3ccc(C)cc3C)CC2)cc1	-2	0	0.5	37	5	0	9	91	3	-1.5
CC(C)C(NC(=O)c1ccc(C(C)(C)C)cc1)C(=O)Nc1cccc(S(N)(=O)=O)c1 (centres undefined)	-4	-2	0.9	-17	8	1	-9	95	2	2.0
N/C(=N\OC(=O)c1ccc(Cl)cc1Cl)c1cccnc1	4	32*	-1.4	-3	-1	-6	-63	87	2	8.7
C=CCOc1ccc(CN(C)C(=O)c2ccc(CNS(=O)(=O)c3ccc(C)c(C)c3)cc2)cc1	-5	-5	0.1	2	5	-4	-17	92	-1	3.9
Cc1cccc(C)c1OC(=O)CN1C(=O)c2ccccc2C1=O	-10	-1	-1.5	4	0	-2	1	124	-4	-0.1
COc1ccccc1NC(=S)NC(=O)C(C)(C)C	11	-2	-1.7	18	2	-1	6	96	-6	-1.1
O=C(COC(=O)CNC(=O)c1ccccc1)NCc1ccc2c(c1)OCO2	-3	-1	2.3	2	6	-3	15	106	-6	-3.5
O=C(COC(=O)c1ccc(S(=O)(=O)NCc2ccco2)cc1)NCc1ccc(F)cc1	-6	3	-1.7	2	0	-3	-5	109	-1	1.3
Cc1cn(-c2ccc(Br)cc2)[nH]c1=O	0	11	1.2	2	-1	5	-20	102	0	3.2
Cn1cccc1Cc1nnc(SCC(=O)N2CCCc3ccccc32)n1-c1ccc(F)cc1	-13	-6	-1.0	2	-2	-2	17	114	-5	-3.4
COc1ccc(-c2n[nH]c(=S)n2N)c(OC)c1	-3	-1	1.6	17	2	3	11	102	-2	-2.2
CCOC(=O)C1CSc2[nH]c(=O)sc2C1c1ccccc1 (centres undefined)	-6	·	2.3	2	0	4	10	101	2	-2.0
Cn1c(CN2CCCC2)nc2cc(NC(=O)COc3ccccc3)ccc21	-1	·	-1.1	29	2	-1	9	85	-4	-1.9
COc1ccc(C(=O)COC(=O)c2ccccc2O)c(OC)c1	-4	50*	1.9	10	-1	5	-3	91	-5	0.7
O=C(O)c1ccccc1	5	3	-0.6	6	0	2	3	101	1	-0.6
COc1ccc(NC(=O)C2CCN(c3nnnn3-c3ccccc3)CC2)cc1	-6	·	1.2	4	-3	-5	3	·	-1	-0.5
COc1ccc(OC)c(C(=O)CSc2nnc(-c3cccnc3)n2C)c1	-8	·	-0.5	6	3	6	-5	106	-6	0.9
C=CCNC(=S)NNC(=O)Cn1c(-c2ccccc2)cc(=O)n2ncnc12	-5	-4	-0.4	-9	0	-2	4	·	-6	-0.9
COCCC(=O)N1CCC(Oc2ccc(C(=O)NCc3ccon3)cc2)CC1	-5	2	-0.7	5	-3	-2	5	108	-2	-0.9
Cc1ccc(-c2cc(C(=O)NCCCN3CCOCC3)c3ccc(Cl)c(C)c3n2)cc1	-4	1	1.4	29	1	-2	-1	114	-1	0.1
O=C(NCCN1CCOCC1)C(=O)NCC1OCCN1S(=O)(=O)c1ccccc1 (centres undefined)	-7	-2	-1.0	39	1	2	1	104	-5	-0.1
CC(CC(C)C(=O)Nc1ccccc1C(C)(C)C)C(=O)O (centres undefined)	2	4	-1.1	0	-3	-1	14	107	-3	-3.3
O=C(C1CCCN(Cc2ccccc2F)C1)N1CCCCC1 (centres undefined)	-10	-4	1.6	9	2	0	10	99	-7	-2.0
Cc1ccc(-c2cc(=O)[nH]c3ccccc23)cc1	-7	-3	-0.9	0	0	1	4	106	-3	-0.9
CCC(C)(C)n1nnnc1C(c1ccc(O)c(OC)c1)N1CCc2ccccc2C1 (centres undefined)	-7	·	-0.2	10	7	6	5	107	-4	-1.1
CC(C)Oc1cccc(C(=O)C2CCCN(C(=O)c3noc4c3CCCC4)C2)c1 (centres undefined)	-6	-4	1.1	8	-3	-5	-26	95	-2	3.5
Cc1cc(/C=N/n2cnnc2)c(C)n1-c1ccc2c(c1)OCO2	6	·	0.1	26	-2	-1	-5	101	1	1.0
CCCCCNC(=O)c1cc(S(=O)(=O)N2CCCC2)ccc1F	-4	·	-2.0	-1	-2	-4	6	99	1	-1.0
CCOc1cccc(=O)c2c(C)n(CC3CCCO3)c(C)c12 (centres undefined)	-6	16	1.4	6	2	-3	4	100	-3	-0.8
Cc1cc2oc(C(=O)Nc3ccc(S(=O)(=O)Nc4ncccn4)cc3)cc(=O)c2cc1Cl	-5	-1	0.5	4	0	-7	12	99	-2	-2.3
CNc1c([N+](=O)[O-])cnn1-c1ccccc1F	·	0	0.2	3	2	·	·	101	-3	·

Look-ups from the results shown.
CCCCCNC(=O)c1cc(S(=O)(=O)N2CCCC2)ccc1F in Keap1 Nrf2 FP reads 1
CC(C)Oc1cccc(C(=O)C2CCCN(C(=O)c3noc4c3CCCC4)C2)c1 (centres undefined) in LANA DNA inh reads 1.1

Further records
SMILES	RTF Ca sens inh	Wnt bcat act	LANA DNA inh	Arr AP2 block	V-ATPase pH	RTF Ca sens act	MOR-DOR inv ag	DSG3 Ab inh	Keap1 Nrf2 FP	MOR-DOR ag
COc1cc(Cl)c(C)cc1NC(=O)c1ccccc1NC(=O)CN1CCN(c2ccccn2)CC1	4	-6	-1.1	23	0	-3	8	108	2	-1.9
Cn1c(=O)n(C)c2cc([N+](=O)[O-])c(N3CCN(C(=O)c4ccc(F)cc4)CC3)cc21	-3	0	0.2	4	-2	-1	2	99	-1	-0.4
CCOCC(=O)Nc1nnc(COC)s1	-2	·	-0.6	43	-5	-1	2	100	0	-0.4
CC(=O)Oc1cccc(NC(=O)c2cccc(C(=O)Nc3cccc(OC(C)=O)c3)c2)c1	-10	-3	0.4	9	0	4	5	97	-5	-1.0
CCCCn1nnc(NC(=S)NC(=O)c2cccs2)n1	4	-2	0.0	10	0	6	25	99	-6	-4.8

Assay outcomes deposited in PubChem BioAssay by several laboratories.
